MRP resist rev – MRP-mediated drug resistance reversal; H69AR cells + 2 uM doxorubicin, CellTiter-Glo, 72 h; differential viability (reversal), % at 10 µM; 85,000 tested, 0.04% active; AID 602;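 active = viability drop by adding the cancer drug above about 55%, with treated viability meeting a 40% cutoff, limit read from the data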;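 also: viability without doxorubicin minus viability with 2 µM doxorubicin for each compound; larger differential means the compound sensitizes cells more to doxorubicin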
PLAP inhibitors HTS – PLAP enzyme inhibitors, biochemical, luminescence, HTS (AID 690). purified PLAP, luminescent substrate; higher % means a stronger effect. inhibition, % at 20 µM; hits with a dose series show IC50 in µM. 96,000 tested, 0.08% active; in the data active = a potency from the dose series; inactive = the rest, 99 in 100 with inhibition below about 30%; also: strong numbers were not always called active
IL1B NFkB inh – blocks IL-1B driven NFkB nuclear translocation in HUVEC cells | inhibition, % at 2 µM | HUVEC IL-1B NFkB p65 nuclear translocation imaging | 94,000 tested, 0.43% active | AID 796;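 active = inhibition above about 30% together with a positive call from visual inspection of the well image, limit read from the data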;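 also: nuclear over cytoplasmic p65 intensity ratio measured by imaging; 0% = IL-1B stimulated DMSO wells and 100% = unstimulated DMSO wells; values of inactives mirror those of a sister screen read the other way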
Bcl-B displacement – displacers of TR3 peptide from Bcl-B, primary screen, selectivity assay for Bfl-1 inhibitor project, biochemical, fluorescence polarization; FP displacement of FITC-TR3 peptide from Bcl-B; higher % means a stronger effect; displacement, % at 20 µM, or IC50 in µM where a hit was titrated; 96,000 tested, 0.11% active; AID 748;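 active = displacement above 50% at 20 µM plus a fluorescence interference ratio under 1.5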;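 also: plate controls were wells without compound for no effect and wells lacking Bcl-B protein for full effect; a part of the inactive calls stands beside numbers as strong as those of hits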
NFkB transloc pot – enhances IL-1B driven NFkB nuclear translocation; HUVEC IL-1B NFkB p65 nuclear translocation imaging; 94,000 tested, 0.3% active; AID 819; activation, % at 2 µM;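 active = activation above 40%, about the mean plus 3 SD, also judged a hit on visual image review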;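 also: percent activation is computed from the nuclear over cytoplasmic p65 intensity ratio; values of inactives mirror those of a sister screen read the other way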
MRP resist rev cytotoxicity – also measured in MRP resist rev; calls as there; viability, %; H69AR cells, CellTiter-Glo, 72 h; measured here: cytotoxicity without doxorubicin
MRP resist rev with doxorubicin – also measured in MRP resist rev; calls as there; viability, %; measured here: viability with 2 uM doxorubicin; stronger effect = lower value
IL1B NFkB inh cell count 2 µM – recorded beside IL1B NFkB inh, whose call it bears; cell count; measured here: cells passing quality filter;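 raw number of nuclei counted in each imaged well without normalization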
NFkB transloc pot cell count 2 µM – further read-out of NFkB transloc pot, marked with its call; cell count; measured here: cells passing quality filter
Active calls of the source: *; · = not tested or not shown. The list is partial; count on the stated rates, not on these rows.

SMILES | MRP resist rev | MRP resist rev cytotoxicity | MRP resist rev with doxorubicin | PLAP inhibitors HTS | IL1B NFkB inh | IL1B NFkB inh cell count 2 µM | Bcl-B displacement | NFkB transloc pot | NFkB transloc pot cell count 2 µM
O=C1COc2ccc(C(=O)CSc3nnc(Cc4cccs4)n3-c3ccc(Cl)cc3)cc2N1 | -19 | 27 | 46 | -22% | 9 | 138 | -8% | -9 | 138
COc1cccc(CNC(=O)CCS(=O)(=O)c2cccc3nonc23)c1 | 9 | 100 | 91 | 15% | · | · | -5% | · | ·
CCn1c(CNC(=O)COc2ccc(C(C)C)cc2)nnc1SCC(=O)Nc1ccc(F)cc1 | · | · | · | -70% | 13 | 166 | -2% | -13 | 166
Cc1ccccc1NC(=O)CSc1nc2cc3c(cc2cc1C)CCC3 | · | · | · | 18% | 4 | 192 | 3% | -4 | 192
Cc1ccc(SCCC(=O)N2CCOCC2)cc1 | 21 | 93 | 71 | 17% | -3 | 149 | -6% | 3 | 149
COc1ccccc1NC(=O)c1nnn(Cc2ccccc2)c1NC(C)=O | 0 | 102 | 102 | 14% | 6 | 137 | 1% | -6 | 137
N#CC1=C2Sc3ccccc3N2CCCC1=O | 8 | 90 | 81 | 7% | 0 | 87 | 6% | 0 | 87
Cc1ccc(C)c(N2CCN(C(=O)CCn3c(=S)[nH]c4cc5c(cc4c3=O)OCO5)CC2)c1 | -10 | 73 | 83 | -63% | -7 | 135 | 4% | 7 | 135
O=C1CC(N2CCOCC2)C(=O)N1c1ccc2c(c1)OCO2 (stereo not drawn) | 1 | 105 | 104 | 6% | -8 | 135 | -3% | 8 | 135
O=C(CCc1ccccc1O)N/N=C/c1ccc(Sc2cccc3cccnc23)o1 | 1 | 82 | 81 | -50% | -19 | 200 | -57% | 19 | 200
CC(C)NC(=O)COc1ccc(S(=O)(=O)N2CCOCC2)cc1 | · | · | · | 11% | -17 | 151 | 6% | 17 | 151
COC(=O)CC1C(=O)NC2CCCCC2N1C(=O)c1ccccc1 (stereo not drawn) | -14 | 96 | 110 | -14% | -11 | 94 | -2% | 11 | 94
Fc1ccc(C2=Nn3c(Cc4ccccc4)nnc3SC2)cc1 | 12 | 102 | 89 | 16% | 7 | 159 | -20% | -7 | 159
Cc1ccc2cc(CN(Cc3nnnn3C3CCCC3)C3CCCCC3)c(=O)[nH]c2c1C | 20 | 97 | 77 | 3% | · | · | 4% | · | ·
CCOC(=O)C1CCCN(C(=O)c2cc(Nc3ccc(OC)cc3OC)nc3ccccc23)C1 (stereo not drawn) | 1 | 92 | 90 | -85% | -3 | 115 | 9% | 3 | 115
Cc1ccccc1OC(C)c1nc(-c2ccccc2)no1 (stereo not drawn) | 0 | 95 | 96 | 6% | -18 | 97 | -3% | 18 | 97
C=CCOC(=O)N1CCN(c2cccc(C(F)(F)F)c2)CC1 | 18 | 106 | 88 | -52% | 9 | 158 | -6% | -9 | 158
CCCCN1CCc2c([nH]c3ccccc23)C1=O | -13 | 93 | 106 | -2% | · | · | 4% | · | ·
C=C(C)C1CC=C(CN2CCC(C(=O)OCC)CC2)CC1 (stereo not drawn) | -13 | 71 | 84 | -50% | -31 | 109 | -5% | 31 | 109
COc1cc(C2C(C#N)=C(N)OC3=C2C(=O)CCC3)c([N+](=O)[O-])cc1OC (stereo not drawn) | · | · | · | -9% | -12 | 187 | 94% | 11 | 187
CN(C)C(=O)CSC1c2ccccc2C(=O)N1c1ccccc1 (stereo not drawn) | · | · | · | 11% | -18 | 148 | -14% | 18 | 148
Cc1nn(-c2ccccc2)c(Cl)c1/C=C1\SC(=S)NC1=O | -7 | 50 | 57 | -35% | 0 | 167 | -28% | 0 | 167
Cc1cccc(S(=O)(=O)C(C#N)c2nc3ccccc3nc2N2CCOCC2)c1 (stereo not drawn) | 12 | 96 | 84 | -12% | -4 | 167 | -12% | 4 | 167
COc1cc(C2c3c(oc4ccccc4c3=O)C(=O)N2CCN2CCOCC2)cc(OC)c1OC (stereo not drawn) | -11 | 87 | 98 | -65% | · | · | -1% | · | ·
Cc1ccnc(NS(=O)(=O)c2ccc(NC(=O)C3CCCCC3)cc2)n1 | 15 | 102 | 87 | -46% | 1 | 204 | -1% | -1 | 204
COc1ccc(C(=O)Nc2scc(-c3ccc(Cl)cc3Cl)c2C(N)=O)cc1 | · | · | · | -1% | 13 | 106 | -15% | -13 | 106
O=C(CN1CCOCC1)Nc1cccc(C(=O)Nc2cccc(C(F)(F)F)c2)c1 | -20 | 61 | 82 | -38% | 12 | 153 | 2% | -12 | 153
CC(C)CCOc1ccc(NC(=O)C2OC3OC(C)(C)OC3C3OC(C)(C)OC23)cc1 (stereo not drawn) | · | · | · | -15% | -29 | 116 | 0% | 29 | 116
COc1ccc2oc(=O)c(C(=O)N3c4ccccc4CC3C)cc2c1 (stereo not drawn) | -25 | 52 | 76 | 10% | 1 | 181 | -6% | -1 | 181
CCN=C1Sc2nc3ccc(OCC)cc3cc2CN1CCOC | · | · | · | -63% | -5 | 162 | 4% | 5 | 162
CC(C)c1ccc(-c2noc(C3CCCN(C(=O)c4ccc(F)cc4F)C3)n2)cc1 (stereo not drawn) | 12 | 109 | 96 | -37% | 12 | 169 | -10% | -12 | 169
COCCCNCC(=O)Nc1sc(C)c(C)c1C(=O)OC | · | · | · | -118% | -5 | 142 | -6% | 5 | 142
O=S(=O)(c1ccccc1)c1ccccc1/C=N\O | -4 | 96 | 100 | 8% | 12 | 124 | 9% | -12 | 124
Oc1[nH]c2ccccc2c1C=NCC1CCCO1 (stereo not drawn) | -2 | 97 | 99 | 0% | · | · | -3% | · | ·
O=C(CSc1nc2ccccc2[nH]1)N1CCN(S(=O)(=O)c2ccc(Cl)cc2)CC1 | 6 | 86 | 80 | -96% | -16 | 187 | -25% | 16 | 187
COc1ccc(OCc2nn3c(-c4ccco4)nnc3s2)cc1 | -2 | 84 | 87 | 3% | -13 | 113 | 26% | 13 | 113

A different layout for some results above:
molecule	MRP resist rev	MRP resist rev cytotoxicity	MRP resist rev with doxorubicin	PLAP inhibitors HTS	IL1B NFkB inh	IL1B NFkB inh cell count 2 µM	Bcl-B displacement	NFkB transloc pot	NFkB transloc pot cell count 2 µM
COc1ccc(C(=O)Nc2scc(-c3ccc(Cl)cc3Cl)c2C(N)=O)cc1	·	·	·	-1%	13	106	-15%	-13	106
CC(C)c1ccc(-c2noc(C3CCCN(C(=O)c4ccc(F)cc4F)C3)n2)cc1 (stereo not drawn)	12	109	96	-37%	12	169	-10%	-12	169

The listing continues:
SMILES | MRP resist rev | MRP resist rev cytotoxicity | MRP resist rev with doxorubicin | PLAP inhibitors HTS | IL1B NFkB inh | IL1B NFkB inh cell count 2 µM | Bcl-B displacement | NFkB transloc pot | NFkB transloc pot cell count 2 µM
CSc1ccc(/C=N/NC(=O)c2cccc(O)c2)cc1 | · | · | · | -6% | · | · | 5% | · | ·
CCn1c(=S)[nH]c2cc(C(=O)OC)ccc2c1=O | -10 | 81 | 91 | 24% | 0 | 187 | -4% | 0 | 187
Cc1ccc2cc(CN(Cc3ccccc3)Cc3nnnn3C3CCCC3)c(=O)[nH]c2c1 | 2 | 5 | 3 | -60% | -28 | 141 | -13% | 28 | 141
CCn1cc(C(=O)NC2CCC(C)CC2)c(=O)c2cc(S(=O)(=O)N3CCCCC3)ccc21 (stereo not drawn) | 9 | 90 | 81 | -58% | 0 | 180 | 2% | 0 | 180
COC(=O)COc1ccsc1C(=O)OC | · | · | · | -14% | 10 | 174 | -5% | -10 | 174
O=C(NCc1ccco1)c1ccc2ccccc2c1 | 29 | 102 | 72 | 14% | -29 | 79 | -5% | 29 | 79
COc1ccc(NS(=O)(=O)c2ccc3c(c2)Cc2ccccc2-3)cn1 | -11 | 93 | 104 | 17% | -14 | 113 | -3% | 14 | 113
c1ccc(CN2CCN(C(c3ccccc3)c3nnnn3Cc3ccccc3)CC2)cc1 (stereo not drawn) | -13 | 63 | 76 | · | -5 | 143 | · | 5 | 143
COC(=O)/C=C1\SC(=NC(=O)c2cccc(Cl)c2)NC1=O | · | · | · | -9% | -4 | 124 | -4% | 5 | 124
COc1cccc(NC(=O)COc2ccc(N3CC(C(=O)NCC(C)C)CC3=O)cc2)c1 (stereo not drawn) | 3 | 87 | 84 | 1% | 11 | 133 | -5% | -11 | 133
Cc1ccc(C(=O)Nc2ccccc2C(=O)N2CC3(C)CC2CC(C)(C)C3)cc1 (stereo not drawn) | 12 | 87 | 75 | -37% | -8 | 174 | -20% | 8 | 174
Cc1ccccc1NS(=O)(=O)c1cc(C(=O)NCCC2=CCCCC2)ccc1C | · | · | · | -14% | -3 | 109 | 8% | 3 | 109

At a glance, part of the list above:
SMILES | MRP resist rev | MRP resist rev cytotoxicity | MRP resist rev with doxorubicin | PLAP inhibitors HTS | IL1B NFkB inh | IL1B NFkB inh cell count 2 µM | Bcl-B displacement | NFkB transloc pot | NFkB transloc pot cell count 2 µM
CSc1ccc(/C=N/NC(=O)c2cccc(O)c2)cc1 | · | · | · | -6% | · | · | 5% | · | ·
CCn1c(=S)[nH]c2cc(C(=O)OC)ccc2c1=O | -10 | 81 | 91 | 24% | 0 | 187 | -4% | 0 | 187
Cc1ccc2cc(CN(Cc3ccccc3)Cc3nnnn3C3CCCC3)c(=O)[nH]c2c1 | 2 | 5 | 3 | -60% | -28 | 141 | -13% | 28 | 141
CCn1cc(C(=O)NC2CCC(C)CC2)c(=O)c2cc(S(=O)(=O)N3CCCCC3)ccc21 (stereo not drawn) | 9 | 90 | 81 | -58% | 0 | 180 | 2% | 0 | 180
COC(=O)COc1ccsc1C(=O)OC | · | · | · | -14% | 10 | 174 | -5% | -10 | 174
O=C(NCc1ccco1)c1ccc2ccccc2c1 | 29 | 102 | 72 | 14% | -29 | 79 | -5% | 29 | 79
COc1ccc(NS(=O)(=O)c2ccc3c(c2)Cc2ccccc2-3)cn1 | -11 | 93 | 104 | 17% | -14 | 113 | -3% | 14 | 113
c1ccc(CN2CCN(C(c3ccccc3)c3nnnn3Cc3ccccc3)CC2)cc1 (stereo not drawn) | -13 | 63 | 76 | · | -5 | 143 | · | 5 | 143
COC(=O)/C=C1\SC(=NC(=O)c2cccc(Cl)c2)NC1=O | · | · | · | -9% | -4 | 124 | -4% | 5 | 124
COc1cccc(NC(=O)COc2ccc(N3CC(C(=O)NCC(C)C)CC3=O)cc2)c1 (stereo not drawn) | 3 | 87 | 84 | 1% | 11 | 133 | -5% | -11 | 133

Continuation:
SMILES | MRP resist rev | MRP resist rev cytotoxicity | MRP resist rev with doxorubicin | PLAP inhibitors HTS | IL1B NFkB inh | IL1B NFkB inh cell count 2 µM | Bcl-B displacement | NFkB transloc pot | NFkB transloc pot cell count 2 µM
Cc1cccc(NC(=O)CN2CCCN(S(=O)(=O)c3ccc(Br)s3)CC2)c1 | -25 | 36 | 60 | 7% | 0 | 172 | 8% | 0 | 172
O=C(c1ccc(Cl)c(S(=O)(=O)N2CCCCCC2)c1)N1CCN(CCO)CC1 | -8 | 76 | 84 | -60% | 0 | 69 | -2% | 0 | 69
COc1ccc(-c2cc(C(=O)N3CCN(c4ccccn4)CC3)c3ccccc3n2)cc1 | -2 | 16 | 18 | -2% | 6 | 230 | 3% | -6 | 230
c1cncc(-c2noc(C34CC5CC(CC(C5)C3)C4)n2)c1 | 7 | 103 | 96 | -40% | -2 | 162 | -10% | 2 | 162
O=C(NCc1ccco1)C1(c2ccccc2)CCCC1 | 3 | 93 | 90 | 2% | -13 | 130 | -6% | 13 | 130
CCCCC(=O)Nc1ccc(NC(=O)c2cccs2)cn1 | -13 | 75 | 87 | · | 20 | 114 | · | -20 | 114
COc1cnc(SCc2c(Cl)cccc2Cl)nc1Cl | · | · | · | 9% | -6 | 114 | -5% | 6 | 114
COc1ccc(N/C(=C(/C(Cl)=C(Cl)Cl)[N+](=O)[O-])n2nnc3ccccc32)cc1OC | -11 | 48 | 59 | 1% | -8 | 173 | 5% | 8 | 173
CC(=O)c1cc2c(C)cc(=O)oc2cc1O | -15 | 92 | 107 | 15% | · | · | 3% | · | ·
CC(C)OCCCNc1nc2c([nH]1)c(=O)n(C)c(=O)n2C | -5 | 82 | 88 | 13% | · | · | 3% | · | ·

Compound activity as filed in PubChem.
